High-throughput results: PubChem BioAssay, National Center for Advancing Translational Sciences (NCATS)
FUS yeast rescue: qHTS for Suppressors of FUS Proteinopathy: Primary screen using FUS-linked yeast assay; AID 1347120, 2019; Potency, µM (titrated, usually from 76.6 µM), inactives show at the top dose growth rescue (activation), usual class: activators; S. cerevisiae FUS-expressing, growth rescue, OD600, 24 h; 390,000 tested, 0.24% active;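 further: potency means the concentration at half of the fitted maximal effect; plate controls were DMSO vehicle for no effect and reference control for full effect; nearly all actives have a fitted effect of over 55% in size; some results filed as inactive show a strong effect at the top dose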
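Galactose (2%) drives FUS expression in yeast precultured in raffinose; seeding density OD 0.005. Test compounds incubated 24hr at 30C and 99% humidity before absorbance at 600 nm was measured.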
aSyn yeast inh: qHTS of alpha-syn Inhibitors; 370,000 tested, 0.14% active; Yeast expressing alpha-synuclein, growth rescue, BacTiter-Glo, 24 h; Potency, µM (top dose mostly 46.1 µM), for inactives: top-dose growth rescue (activation), most hits filed as activators; AID 652106, 2013; further: potency means the concentration at half of the fitted maximal effect; % of control where 0% means no effect; nearly all actives have a fitted effect of over 65% in size
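Rescue of yeast growth: cells expressing toxic alpha-synuclein, induced in galactose at OD600 0.02, incubated with compound 24 h at 30 C. ATP luminescence quantified growth; inhibitors of toxicity appear as activators.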
PTHR1 agonist: qHTS for PTHR1 Agonists: Primary Screen; Parathyroid hormone/parathyroid hormone-related peptide receptor (Homo sapiens), Q03431; HEK293 GP2 PTHR1 cells, GloSensor cAMP luminescence, 1 h; Potency, µM (highest dose often 115 µM), for the others: at the highest dose activation, actives largely listed as activators; 410,000 tested, 0.075% active; AID 743266, 2014; further: potency means the concentration at half of the fitted maximal effect; nearly all actives have a fitted effect of over 55% in size; some results filed as inactive show a strong effect at the top dose; inactives centre near -15; many of its hits are not listed in these tables
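HEK-293-derived GP2 cells expressing PTHR1 and a GloSensor cAMP reporter, 3,000/well, plated overnight, given luciferin plus IBMX (each 0.5 mM as added) for 1 h at 37 °C, then compound for 1 h at 37 °C. Luminescence was read after 15 min at room temperature.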
Abeta rescue: qHTS for compounds that reverse cellular toxicity of Amyloid beta (A-beta) peptide in yeast: Primary Screen. yeast expressing A-beta42, growth rescue, OD600, 48 h; response scale: 0% DMSO, 100% iron-clioquinol control. Potency, µM (highest dose often 46.1 µM), inactives show top-dose growth rescue, actives largely listed as activators. 410,000 tested, 0.063% active; further: potency means the concentration at half of the fitted maximal effect; nearly all actives have a fitted effect of over 55% in size
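Growth rescue measured by 600 nm absorbance after 48 h yeast culture at 30 C with compound. Values normalized between DMSO and an equimolar ferric chloride plus clioquinol control.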
GLP-1R agonist: qHTS of GLP-1 Receptor Agonists; Glucagon-like peptide 1 receptor (Homo sapiens), P43220; HEK293 GLP-1R CRE-luciferase, luminescence, 4-6 h; cells express a hypersensitive GLP-1R form; Potency, µM (highest dose often 45.6 µM), inactives show top-dose activation, most hits filed as activators; 380,000 tested, 0.007% active; further: potency means the concentration at half of the fitted maximal effect; % of control where 0% means no effect
Target sequence (P43220 whole entry, looked up): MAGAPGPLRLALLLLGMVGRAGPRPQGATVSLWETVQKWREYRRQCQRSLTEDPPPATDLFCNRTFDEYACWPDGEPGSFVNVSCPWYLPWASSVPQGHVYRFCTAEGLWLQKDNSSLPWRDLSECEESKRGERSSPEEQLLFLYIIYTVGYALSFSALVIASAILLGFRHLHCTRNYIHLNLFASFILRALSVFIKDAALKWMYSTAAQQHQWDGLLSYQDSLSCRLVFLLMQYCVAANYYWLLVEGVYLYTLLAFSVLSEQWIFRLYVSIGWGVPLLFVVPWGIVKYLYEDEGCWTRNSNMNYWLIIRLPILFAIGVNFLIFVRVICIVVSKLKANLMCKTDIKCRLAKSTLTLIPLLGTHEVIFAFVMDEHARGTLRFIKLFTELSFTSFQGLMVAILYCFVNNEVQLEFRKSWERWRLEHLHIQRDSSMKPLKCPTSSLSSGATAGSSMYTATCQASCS
TDP-43 yeast inh: qHTS of TDP-43 Inhibitors. TDP-43 expressing yeast growth rescue, BacTiter-Glo, 24 h. Potency, µM (highest dose often 46.1 µM), inactives show top-dose growth rescue (activation), usual class: activators. 410,000 tested, 1.8% active; further: potency means the concentration at half of the fitted maximal effect; % of control where 0% means no effect; nearly all actives have a fitted effect of over 50% in size
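Luminescence from BacTiter-Glo reports growth of TDP-43-expressing yeast after 24 hr at 30 deg C with compound. Cells were raffinose-pregrown to mid-log, then seeded in galactose medium at OD600=0.02.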
GLP1R inv ag: qHTS of GLP-1 Receptor Inverse Agonists (Inhibition Mode) | HEK293 GLP-1R CRE-luciferase, luminescence, 24 h; GLP-1R form is constitutively active | Potency, µM (series often up to 38.3 µM), for inactives: at the top dose activity change, negative = inhibition, hits mostly inhibitors | 410,000 tested, 1.6% active; further: potency means the concentration at half of the fitted maximal effect; on the % scale 0 is the no-effect control and ±100 the full control effect; nearly all actives have a fitted effect of over 55% in size
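Luminescence readout: a drop in cAMP-driven luciferase signal flags inverse agonism at a constitutively active GLP-1R stably expressed in HEK293. Compound exposure lasted 24 hr at 37 deg C, 5% CO2.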
D3 antag: qHTS of D3 Dopamine Receptor Antagonist: qHTS | D(3) dopamine receptor (Homo sapiens), P35462 | D3R cells, DiscoveRx beta-arrestin luminescence, antagonist mode; stronger effect = lower value | 360,000 tested, 2.5% active | max response, negative = inhibition, % | AID 652054, 2013; in the data active means max response below about -50%; inconclusive means no clear call, values can overlap the other calls; further: on the % scale 0 is the no-effect control and ±100 the full control effect; mostly tested at two doses, the higher about 12 µM
Target sequence (P35462 whole entry, looked up): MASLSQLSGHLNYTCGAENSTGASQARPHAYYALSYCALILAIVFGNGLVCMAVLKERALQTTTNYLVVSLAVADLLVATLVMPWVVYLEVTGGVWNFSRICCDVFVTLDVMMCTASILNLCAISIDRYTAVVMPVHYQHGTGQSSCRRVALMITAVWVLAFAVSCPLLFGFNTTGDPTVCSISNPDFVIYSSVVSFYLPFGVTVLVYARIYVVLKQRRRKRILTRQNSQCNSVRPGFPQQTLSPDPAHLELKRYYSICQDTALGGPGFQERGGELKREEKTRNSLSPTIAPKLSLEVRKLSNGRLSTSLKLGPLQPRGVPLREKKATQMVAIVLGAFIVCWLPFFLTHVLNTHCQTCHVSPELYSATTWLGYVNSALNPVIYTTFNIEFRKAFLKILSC
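Cells expressing the human receptor were seeded at 1500 cells/well, incubated overnight at 37 degrees C in 5% CO2, then exposed to library compounds with dopamine controls for 90 minutes at 37 degrees C before luminescent detection.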
pAkt inh: HTS Assay for Inhibitors of Akt Phophorylation: Primary Screen | 360,000 tested, 0.32% active | AID 651550, 2012 | activity change, % for hits at 50 µM | Neuro2A IGF-stimulated pAkt S473 HTRF, 20 min; stronger effect = lower value; in the data active means activity change below about -80%; inconclusive means mostly about -51% to -80%; further: on the % scale 0 is the no-effect control and ±100 the full control effect
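Neuro2A cells (4,500/well, DMEM with 0.5% FBS) were treated with compound at a single 50 µM final concentration, stimulated with 6 nM IGF for 20 min at 37 °C, and lysed. Phospho-Akt Ser473 was read by HTRF as 665/615 ratio ×10^4.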
* hit, by the source's call; i = inactive; ? = inconclusive; . = not tested or not shown; [ ] = remark or other dose. Unless noted, the call rests on the fitted dose curve; in most records, active means well fitted curve in the direction sought with a large enough effect; inconclusive means small, poorly fitted or top-dose-only effect, or another doubt; inactive means no such curve, though single readings can be large; an effect the other way counts as inactive or inconclusive. An excerpt (hit frequency here may not be typical).

mol	TDP-43 yeast inh	D3 antag	aSyn yeast inh	Abeta rescue	GLP-1R agonist	pAkt inh	PTHR1 agonist	FUS yeast rescue	GLP1R inv ag
O=C(/C=C/c1ccccc1[N+](=O)[O-])NCc1ccc(Cl)cc1	2%	-10	-1%	-12%	13%	i	-1%	2%	7%
O=C(NN=C1CCCCCC1)c1cccnc1	13%	-10	4%	9%	-7%	i	-22%	-38%	-5%
CCC(CO)NC(=O)c1ccccc1C(F)(F)F (stereo not given)	2%	-6	6%	13%	-6%	i	i	-22%	11%
COc1cccc(C(=O)/C=C/Nc2ccc(NC(C)=O)cc2)c1	?	13	-41%[inhibitor]	-80%[inhibitor]	14%	i	-9%	-5%	2%
CCNC(=O)CSc1nnc(-c2ccccc2Br)n1-c1cccc(C(F)(F)F)c1	10%	10	3%	-1%	9%	i	-11%	45%	?
Clc1cc(Br)ccc1OCCCn1ccnc1	11%	-15	2%	22%	19%	i	i	-6%	4%
CCCCc1c(O)cc(C)[nH]c1=O	-11%	-3	-2%	6%	1%	i	i	13%	13%
Cn1c(SCc2ccc(F)cc2)nnc1-c1cccs1	8%	-19	-7%	7%	-5%	.	-31%[inhibitor][57.5 µM]	16%	-15%
O=C(Nn1cc(C(=O)Nc2ccc(F)cc2F)c2ccccc2c1=O)c1cnccn1	-23%	-12	-7%	-1%	-2%	i	-20%	22%	-13%[7.66 µM]
Cc1cc(C)nc(N/N=C/c2ccccc2Cl)n1	16%	-12	-7%	?	-5%	i	i	-5%	10%
CC(C)c1ccc(N(CC(=O)N2CCN(Cc3ccccc3)CC2)S(C)(=O)=O)cc1	-11%	-18	-5%	-18%	13%	i	-63%[inhibitor]	10%	?
Cc1cc(C(=O)N/N=C/c2ccc(OCc3ccccc3)cc2)c(C)o1	13µM*	7	2%	?	15%	i	-12%	2%	11µM*
COC(=O)c1cc(S(=O)(=O)NCC2CCN(CCc3ccc(OC)cc3)CC2)c[nH]1	0%	-15	-8%	.	5%	i	i	-12%	-4%
Fc1ccc(N2CCN(c3nc(CN4CCOCC4)nc4scc(-c5ccccc5)c34)CC2)cc1	3%	28	9%	-4%	2%	i	-24%	9%	?
CN(C)S(=O)(=O)c1ccc(N2CCCC2)c(C(=O)Nc2nc3c(ccc4ccccc43)s2)c1	-14%	-22	5%	-4%	3%	i	14%	.	-2%
Cc1ccc(S(=O)(=O)NCCNC(=O)CN2CCCC2)cc1	9%	18	6%	13%	-7%	i	-4%[57.5 µM]	16%	3%
C=C1C(=O)OC2C1CCC(C)C1C=CC(=O)C12C (stereo not given)	13%	?	0%	-12%	-6%	i	-34%[inhibitor]	.	-86%
Cc1cc(C)c2nc(N3CCC(C(=O)NCc4ccccn4)CC3)sc2c1	15%	4	12%	-13%	8%	i	-21%	10%	2%
CCNC(=O)COC(=O)c1ccc(NS(=O)(=O)c2ccc3c(c2)OCCO3)cc1	-18%	-14	0%	3%	12%	i	-10%	34%	4%
CC(C)(C)c1cc(C(=O)O)n(Cc2ccc(Cl)cc2Cl)n1	?	11	-11%	12%	-1%	i	-24%	-8%	?
O=C(c1nc2ccc(Cl)cn2c1CN1CCC(CO)CC1)N1CCc2ccccc2C1	0%	9	8%	2%	0%	i	i	.	-9%
COc1ccccc1C/C(N)=N/OC(=O)COc1ccc(C)cc1	11%	0	-1%	8%	4%	i	-2%	-2%	?
CC1(C(=O)NS(=O)(=O)c2cccc(Cl)c2)CCN1C(=O)Cc1cccs1 (stereo not given)	13%	46	6%	18%	-2%	i	i	1%	3%
CCCCNc1c(-c2ccc(OC)c(SC3CCCCC3)c2)nc2cc(C)ccn12	-16%	56	-32%[inhibitor]	-78%[inhibitor]	1%	i	-90%[inhibitor]	?	?
CC1C(=O)N(Cc2cn(Cc3ccco3)nn2)CCS(=O)(=O)N1Cc1ccc(-c2ccc(Cl)c(Cl)c2)cc1 (stereo not given)	35µM*	4	?	1%	-2%	i	-48%[inhibitor]	?	?
CC(C)=C1C2CCC1C1C(=O)N(NC(=O)COc3ccc(Cl)c(C)c3)C(=O)C21 (stereo not given)	?	5	19%	7%	-11%	i	-14%[57.5 µM]	16%	?
Cc1[nH]n(-c2ccccc2)c(=O)c1S(=O)(=O)c1ccccc1	-13%	8	3%	13%	-1%	i	i	26%	-1%
CN1CCN(S(=O)(=O)c2ccc(Cl)s2)CC1	-10%	-3	-9%	-1%	-4%	i	-25%	-6%	7%
CC(C)=CCN1CCN(CCCc2ccccc2)CC1CCO (stereo not given)	14%	-19	0%	12%	7%	i	-24%	-13%	-16%
CC1CCCN(S(=O)(=O)c2cc(C(=O)NCCc3ccc(S(N)(=O)=O)cc3)ccc2Cl)C1 (stereo not given)	3%	9	0%[1.84 µM]	4%	20%	i	-33%[inhibitor]	2%	?
Nc1sc(Cc2ccccc2)cc1C(=O)c1c(-c2ccccc2)[nH]c2ccccc12	5%	-18	?	28%	.	i	-74%[inhibitor]	45%	5.6µM*
COc1ccc(-n2nc(C(=O)Nc3ccc(Cl)cn3)c3c4ccccc4n(C)c3c2=O)cc1	19%	.	.	-7%	.	.	-14%	-27%	11%
CCCNC(=O)Cn1c(=O)n(CC(=O)N2CCCCC2)c(=O)c2sccc21	2%	-7	-6%	6%	9%	i	i	-6%	14%
CCOc1ccc(CNCc2c(C(=O)O)c(C)n(Cc3cccc(OC)c3)c2C)cc1OC	21%	.	.	1%	.	.	-22%	12%	16%
CC1Cc2ccccc2N1C(=S)NC(=O)c1ccc(Cl)cc1Cl (stereo not given)	-16%	9	1%	9%	-15%	i	-17%	.	10µM*
CC(C)(C)C(=O)Nc1cccc(-c2cn3cccnc3n2)c1	-4%	.	.	-13%	.	.	i	-9%	33%[activator]
O=C(Cc1ccccc1)Nc1nnc(-c2ccco2)o1	-10%	-23	0%	-21%	0%	i	i	6%	-2%
Cc1nnc(N/N=C/c2ccccc2C(F)(F)F)n1N	17%	-10	2%	-1%	0%	i	i	-21%	20%
COc1cc(OC)cc(C(=O)Nc2ccn(C)n2)c1	19%	-6	4%	3%	2%	i	-24%	.	13%
O=C(O)c1ccc(OCCOc2ccccc2)cc1	-10%	-7	-1%	-3%	3%	i	-3%	-29%	7%
CCOC(=O)C(=CNc1ccc(C(F)(F)F)cc1)C(=O)OCC	?	17	-2%	20%	7%	i	-17%	-5%	?
NC(=O)C1=C[C@H](C2CCCCC2)C[C@H](OCc2ccc(CO)cc2)O1	6%	?	23%	2%	14%	i	-35%[inhibitor]	6%	-28%
CCN(CC)c1ccc(C(NC(=O)C(C)C)c2ccc3cccnc3c2O)cc1 (stereo not given)	4%	-15	-1%	0%	-2%	i	i	21%	?
OCC1(CCOc2ccccc2)CCN(Cc2ccccc2C(F)(F)F)CC1	-13%	-12	-2%	-1%	-4%	i	-12%	2%	?
COCCNC(=O)CC(NS(=O)(=O)c1ccc(C)cc1)c1ccco1 (stereo not given)	21%	-18	2%	3%	-16%	i	i	-16%	12%
CCCCC[C@@H](C)N1C[C@H](COCc2ccccc2)Oc2cc(N3CCC[C@H]3COC)ccc2S1(=O)=O	10%	-1	-1%	-4%	6%	i	-29%	25%	?
CCOC(=O)c1[nH]c2ccccc2c1NC(=S)Nc1cc(C)ccc1C	23%	-11	7%	14%	17%	i	-19%	-9%	0%
O=C(Oc1ccccc1Cl)c1cc(-c2ccc3c(c2)OCCO3)on1	11%	.	.	-19%	.	.	i	38%	-16%
COc1ccc(N2CCN(c3ccc(N4C(=O)CC(C)C4=O)cc3[N+](=O)[O-])CC2)cc1 (stereo not given)	11%	9	5%	8%	-1%	i	-38%[inhibitor]	15%	-42%
CCCCN1C(=O)Nc2ccccc2S1(=O)=O	7%	2	0%	2%	16%	i	-17%	.	-19%
C(=N\Nc1nc2ccccc2s1)/c1cccs1	?	-10	-15%	-10%	1%	i	-55%[inhibitor][57.5 µM]	22%	?
Cc1sc(N/N=C/c2cccs2)nc1-c1ccccc1	23%	13	-8%	4%	7%	i	-4%	.	?
CCc1ccc(NC(=O)CCc2nc3cccnc3n2Cc2ccc(OC)cc2)cc1	4%	10	0%	1%	-4%	i	-20%	23%	0%
